Screening results as filed in PubChem BioAssay.
EBI2 antag – EBI2 receptor antagonists, beta-arrestin recruitment, primary screen, cell-based, luminescence, 7a,25-OHC stimulation, uHTS; 7a,25-OHC stimulated; inhibition, % at 5 µM; 360,000 tested, 0.81% active; AID 651636, 2012; in the data active = inhibition above about 38%;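 also: enzyme fragment complementation signal reports receptor beta-arrestin coupling in cells; 0% = agonist plus DMSO wells and 100% = wells without agonist; some results beyond the cut were filed as inactive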
Target sequence (P32249 whole entry, looked up, the tested form may be a part): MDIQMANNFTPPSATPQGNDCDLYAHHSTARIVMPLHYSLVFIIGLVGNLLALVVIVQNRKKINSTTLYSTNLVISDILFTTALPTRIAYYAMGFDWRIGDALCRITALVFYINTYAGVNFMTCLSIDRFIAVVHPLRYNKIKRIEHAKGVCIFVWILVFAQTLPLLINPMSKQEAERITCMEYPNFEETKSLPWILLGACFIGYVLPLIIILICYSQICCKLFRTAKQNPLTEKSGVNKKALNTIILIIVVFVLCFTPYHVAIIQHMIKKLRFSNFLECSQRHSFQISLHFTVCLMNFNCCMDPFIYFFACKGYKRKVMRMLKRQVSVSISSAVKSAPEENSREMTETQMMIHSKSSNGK
ATG4B inh – ATG4B protease inhibitors, primary screen, biochemical, fluorescence, uHTS. inhibition, % at 8.33 µM. AID 504462, 2011. 340,000 tested, 0.51% active. Cysteine protease ATG4B (Homo sapiens), Q9Y4P1. ATG4B cleavage of LC3-PLA2, NBD-HPC fluorescence, 1 h; in the data active = inhibition above about 40%
CXCR6 inh – CXCR6 receptor inhibitors, primary screen, cell-based, beta-arrestin, luminescence, CHO-K1 PathHunter, 1536-well; C-X-C chemokine receptor type 6 (Homo sapiens), O00574; inhibition, % at 20 µM; 360,000 tested, 0.36% active; AID 602244, 2012; in the data active = inhibition above about 34%, passing the limit was not always enough;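 also: antagonist mode with CXCL16 agonist at 10 nM final; 0% = 10 nM CXCL16 with DMSO and 100% = unstimulated wells without agonist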
Gli-Sufu antag – Gli-Sufu pathway antagonists, primary screen, luciferase luminescence, Sufu-KO-LIGHT cells, uHTS; Sufu-KO-LIGHT fibroblasts, Gli luciferase reporter luminescence; 340,000 tested, 0.74% active; inhibition, % at 5 µM; AID 588413, 2011;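 active = inhibition above about 55%, limit read from the data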;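 also: 0% = DMSO-treated cells and 100% = wells with medium but no cells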
APJ agonist – agonists of human apelin receptor APJ, primary screen, CHO-K1 cells, PathHunter beta-arrestin, luminescence; activation, % at 20 µM; 330,000 tested, 0.11% active; 0% DMSO wells, 100% apelin;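 active = activation more than six SD over the plate average, tested at 20 µM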;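 also: 0% = DMSO alone and 100% = apelin-13 at 10 nM; some results filed as inactive read as strong as hits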
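Test system: CHO-K1 APJ beta-arrestin complementation cell line. Amount: cell density 1000 per well. Controls: DMSO negative, 10 nM Apelin-13 positive. Signal: luminescent beta-gal fragment complementation, chemiluminescent substrate. Read-out basis: agonist-driven arrestin binding to APJ. Timing: compound stimulation 90 min at 25 °C, detection 60 min.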
CCR6 antag – CCR6 receptor antagonists, primary screen, cell-based, CHO-K1, luminescence, beta-arrestin, uHTS; C-C chemokine receptor type 6 (Homo sapiens), P51684; CHO-K1 CCR6 PathHunter beta-arrestin, CCL20-stimulated; inhibition, % at 20 µM; 340,000 tested, 0.49% active;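 active = compounds whose inhibition of the agonist-driven luminescence signal at 20 µM reaches about 50%, limit read from the data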;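 also: cells stimulated with CCL20 at 14 nM final; plate controls were DMSO with CCL20 for no effect and DMSO without agonist for full effect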
Target sequence (P51684 whole entry, looked up): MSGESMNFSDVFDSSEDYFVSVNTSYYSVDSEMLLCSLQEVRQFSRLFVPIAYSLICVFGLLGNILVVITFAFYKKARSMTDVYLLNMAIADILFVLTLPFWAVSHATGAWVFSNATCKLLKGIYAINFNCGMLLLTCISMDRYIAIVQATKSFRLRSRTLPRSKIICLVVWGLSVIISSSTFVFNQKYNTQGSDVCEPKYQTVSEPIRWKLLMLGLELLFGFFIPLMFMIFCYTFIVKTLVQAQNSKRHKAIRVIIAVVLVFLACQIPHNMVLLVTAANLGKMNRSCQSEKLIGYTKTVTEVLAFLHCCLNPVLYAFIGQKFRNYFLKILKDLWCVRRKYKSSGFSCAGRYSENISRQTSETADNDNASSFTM
APJ antag – antagonists of human apelin receptor APJ, primary screen, CHO-K1 cells, beta-arrestin complementation, luminescence; P35414; inhibition, % at 20 µM; 330,000 tested, 0.32% active;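 active = inhibition above about 40% at 20 µM, limit read from the data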;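 also: cells challenged with 10 nM apelin-13 agonist together with compound; plate controls were apelin-13 plus DMSO wells for no effect and DMSO wells lacking apelin-13 for full effect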
UBC13 polyUb – UBC13 polyubiquitin chain formation inhibitors, primary screen, biochemical, TR-FRET, uHTS; Ubiquitin-conjugating enzyme E2 N (Homo sapiens), P61088; inhibition, % at 20 µM; 330,000 tested, 0.47% active; AID 485273, 2010; in the data active = inhibition above about 45%, passing the limit was not always enough; inconclusive = no clear call, values can overlap the other calls
Target sequence (P61088 whole entry, looked up): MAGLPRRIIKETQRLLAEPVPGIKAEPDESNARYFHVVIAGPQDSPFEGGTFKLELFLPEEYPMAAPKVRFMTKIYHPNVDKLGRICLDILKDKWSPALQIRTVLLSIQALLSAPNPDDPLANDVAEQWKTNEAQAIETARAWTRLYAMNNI
An asterisk follows results filed as active; ? = inconclusive; / = not tested or not shown.

smiles,EBI2 antag,ATG4B inh,CXCR6 inh,Gli-Sufu antag,APJ agonist,CCR6 antag,APJ antag,UBC13 polyUb
COc1ccc(O)c(/C=N/NC(=O)c2cccc(N3CCCC3=O)c2)c1,1,-16,-2,7,0,-1,10,-2
CC1(C)Cc2ccccc2C(COc2ccccc2)=N1,3,2,1,22,-1,14,3,-9
CC(C)Nc1nc(Cl)nc(NNC(=O)C(C)Oc2ccccc2)n1 (stereo unspecified),-1,-7,-4,3,-8,4,0,-6
COc1cccc(CC(NC(C)=O)C(=O)NC2CCN(C(=O)Nc3ccc(C)cc3)CC2)c1 (stereo unspecified),-6,0,7,-1,-2,-4,19,0
CC1(C)CC(=O)C=C(Nc2cccc(F)c2)C1,7,2,1,-8,-4,2,22,1
CC(Oc1ccc(Cl)cc1)C(=O)Nc1ccccc1C(=O)N1CCOCC1 (stereo unspecified),-1,-1,-3,-1,-2,0,-4,13
O=C(NCC1CCCO1)c1ccc(CS(=O)(=O)c2ccc(Br)cc2)o1 (stereo unspecified),4,6,-1,0,-1,2,-56,9
CCOc1ccccc1OCCCC(=O)ON=C(N)c1ccccc1,3,5,-10,4,-1,-4,-5,1
CC(=O)C(Cc1ccccc1)NC(=O)COC(=O)c1cccc(C)c1[N+](=O)[O-] (stereo unspecified),-1,-8,-5,-5,-2,8,2,9
Cc1nn(C(=O)Cn2cc([N+](=O)[O-])cn2)c(C)c1Cl,-12,5,0,-2,-3,-3,-3,8
CC(=O)c1cccc(NC(=O)Cn2cnc(S(=O)(=O)N3CCCC3)c2)c1,6,3,14,-13,-7,9,11,1
CCOC(=O)C1=C(C)Nc2ccccc2N=C1NC(=O)/C=C/c1ccc(OC)cc1OC,8,4,2,-2,-1,5,-2,0
Cc1ccc(/C(N)=N/OC(=O)CCCc2ccccc2)cc1,3,1,4,-23,0,-5,-5,-4
Cc1ccc(N(Cc2cc3ccccc3[nH]c2=O)S(C)(=O)=O)cc1,3,-6,0,5,-2,3,8,5
O=C(CCCC1=NS(=O)(=O)c2ccccc2N1)N1CCN(c2ccccc2)CC1,-4,0,1,2,-2,-2,1,5
COCCNC(=O)Cn1nc(-c2ccc(C)cc2)ccc1=O,6,-5,-7,7,1,-5,11,0
O=C(NN=Cc1ccccc1C(=O)O)c1cccc(S(=O)(=O)Nc2cccc(C(F)(F)F)c2)c1,-6,-8,-6,-4,-3,1,18,-18
CC1(CCc2ccccc2)NC(=O)NC1=O (stereo unspecified),-2,0,-7,5,/,4,/,/
CCOc1ccc(C(C)=O)cc1COc1ccc(C)nc1[N+](=O)[O-],4,-13,4,1,0,8,21,6
CCOC(=O)c1nc(C)sc1-c1ccnn1S(=O)(=O)c1cccc(Cl)c1,14,-7,34,-13,-7,36,36,-1
O=C(O)CCCCCNc1nc(-c2ccccc2)nc2ccccc12,-8,8,11,38,-2,-5,-16,-2
CN(Cc1cccc(F)c1)C(=O)c1ccc(S(=O)(=O)C(F)F)cc1,-2,-1,6,-4,-5,-1,-1,0
COc1cc(S(=O)(=O)N2CCN(C)CC2)c(OC)cc1Cl,-8,-4,-4,-1,-8,-7,4,-2
O=C(Nc1ccccc1Br)c1ccc2nccnc2c1,-3,-5,2,-58,3,3,7,-3
CN(Cc1ccccc1)C(=O)COC(=O)c1ccccc1NS(=O)(=O)c1cccc(N)c1,-16,-8,1,-2,-1,-5,3,-6
Cc1ccc(-c2csc(NC(=O)c3c(C)noc3C)n2)s1,-6,-9,-2,55,1,14,-4,4
COCCn1c(C)cc(C(=O)Cn2nc(C(=O)O)c3ccccc3c2=O)c1C,-3,-8,-3,-16,-3,16,-15,-4
CCOC(=O)c1nc(NCCc2ccccc2)sc1C,11,-2,0,-38,-2,5,6,14
Cc1ccc(NC(=O)CSc2cccc[n+]2[O-])c([N+](=O)[O-])c1,0,-9,2,-7,-1,0,-6,-4
O=C(CN1CCCc2ccccc21)N/N=C/c1ccccc1,-9,0,-2,-8,-1,-4,-21,3
Cc1cc2n(n1)C(c1ccccc1)CC(c1ccc(Br)cc1)=N2 (stereo unspecified),-14,6,-21,-35,/,6,/,/
O=C(NNC1=C(C(=O)C(F)(F)F)CCC1)c1cccnc1,-4,0,4,-4,-2,9,-3,-6
COn1c(SCc2cccc(Cl)c2)nc2ccccc2c1=O,-2,11,4,1,-2,11,12,9
C=CCn1cccc(C(=O)Nc2ccc(OCC)cc2)c1=O,-6,2,-4,-42,-4,-2,5,0
Cc1cc(C)n(C(=O)N(c2ccccc2)c2ccccc2)n1,-7,2,-7,-15,-2,4,-2,3
CC1CC(C)(C)CC2(C1)NC(=O)N(CC(=O)Nc1ccc(N3CCCCC3)cc1)C2=O (stereo unspecified),3,2,2,-3,-3,-1,11,2
COc1ccc(NC(=O)CSc2nc(O)cc(=O)n2C)cc1,-3,7,6,26,-3,-5,18,7
OC1(c2ccccc2)CCN(Cc2ccccc2)C2CCCCC21 (stereo unspecified),7,-1,-9,35,-2,21,9,-8
CC1CCCN(S(=O)(=O)c2ccc(NC(=O)CCN3C(=O)c4ccccc4C3=O)cc2)C1 (stereo unspecified),5,-4,-4,2,0,6,-10,-4
CCn1cc(S(=O)(=O)NCc2ccc3c(c2)OCO3)cn1,-6,-8,1,-3,-2,-3,13,-9
Brc1ccc(CN2CCN(c3ccccn3)CC2)s1,-3,5,9,2,-5,18,4,1
CCOc1ccc(N(CC(=O)NC2CCCC2)C(=O)CCC(=O)Nc2ccccn2)cc1,-1,-6,3,6,-1,0,8,5
O=C1NC[C@H](c2ccccc2)N(CCc2cc(C(F)(F)F)cc(C(F)(F)F)c2)C1=O,0,-9,0,-5,-6,-2,6,11
Cc1cccc(N2CCN(C(=O)C3CCN(c4ncnc5c4nc4n5CCCCC4)CC3)CC2C)c1 (stereo unspecified),-24,47*,-6,-17,3,9,-23,-3
CCCCc1nc2sc3c(c2c(=O)[nH]1)CC(C)(C)OC3,-12,17,-23,-2,2,8,8,-1
Cc1c(NC(=O)Nc2ccc([N+](=O)[O-])cc2)c(=O)n(-c2ccccc2)n1C,-8,-6,-7,-6,-3,4,17,-3
CC(=O)c1ccc(NC(=O)C(C)OC(=O)COc2ccc(C#N)cc2)cc1 (stereo unspecified),0,-8,-5,-6,-3,-13,-4,-8
CCN1CCN(S(=O)(=O)c2ccc(Cl)c(C(=O)N(C)Cc3cccc(Cl)c3Cl)c2)CC1,31,-7,5,29,2,13,17,2
COc1cc2nc(SCC(=O)c3ccc(Br)cc3)n3nc(C)nc3c2cc1OC,4,-6,6,10,-2,2,1,0
Cc1cc(Cl)ccc1OCC(=O)N/N=C1\CC2C=CCC12 (stereo unspecified),-14,9,-3,-1,-1,0,5,8
CC(C)CCNC(=O)NC(=O)COC(=O)CCN=C1NS(=O)(=O)c2ccccc21,-1,-1,3,-1,-2,8,-1,6
CCCc1cc(CN(C)C(=O)CC2C(=O)NCCN2Cc2ccccc2C)[nH]n1 (stereo unspecified),-10,-4,1,-3,-4,-5,-1,10
COc1ccc(CCNS(=O)(=O)c2csc(C(N)=O)c2)cc1OC,-6,7,4,-9,1,-1,-20,-6
Cc1nc2c3ccccc3n(CC(=O)c3ccc(F)cc3)c(=O)n2n1,14,5,28,2,-8,38,31,4
CCOc1ccc(-c2cc(C(=O)N3CCN(c4ccccn4)CC3)c3ccccc3n2)cc1,-8,-3,4,-66,2,-9,-21,21
COC(=O)N1C(=O)[C@](Cc2ccccc2)(c2ccccc2)N1C(=O)OC,10,-11,18,-28,-2,15,4,-6

The results go on:
smiles,EBI2 antag,ATG4B inh,CXCR6 inh,Gli-Sufu antag,APJ agonist,CCR6 antag,APJ antag,UBC13 polyUb
N#C/C(=C/c1ccccc1[N+](=O)[O-])C(=O)NCc1ccco1,-5,6,-10,5,-1,11,-9,5
Cc1ccc2occ(/C=N/NC(=O)c3ccncc3)c(=O)c2c1,0,9,-10,0,5,-18,7,0
COc1ccc(N(CC(=O)Nc2ccc(C)cc2)S(=O)(=O)c2c(C)noc2C)cc1,3,-1,-14,2,3,15,15,3
O=C(Cn1cnc2c(nnn2Cc2ccccc2)c1=O)N1CCCc2ccccc21,-7,-5,-1,-2,2,3,10,3
O=C(NCc1cnn(-c2ccc(F)cc2)c1)C1CCC(=O)N(C2CC2)C1 (stereo unspecified),-8,5,-7,-6,5,-5,14,-6
O=C(CSc1nc2[nH]c(=O)cc(O)c2s1)NCCc1ccccc1,-2,2,5,-5,-4,-9,12,-14
CCN(CC)S(=O)(=O)c1cc(NS(=O)(=O)c2c(Cl)cccc2Cl)ccc1C,-5,0,0,-8,0,-4,3,0
COc1ccccc1NC(=O)COc1ccc2ccccc2c1,13,-2,-16,10,1,-12,0,-8

Three compounds from above with just CCR6 antag, CXCR6 inh and UBC13 polyUb:
| SMILES | CCR6 antag | CXCR6 inh | UBC13 polyUb |
| --- | --- | --- | --- |
| O=C(CSc1nc2[nH]c(=O)cc(O)c2s1)NCCc1ccccc1 | -9 | 5 | -14 |
| CCN(CC)S(=O)(=O)c1cc(NS(=O)(=O)c2c(Cl)cccc2Cl)ccc1C | -4 | 0 | 0 |
| COc1ccccc1NC(=O)COc1ccc2ccccc2c1 | -12 | -16 | -8 |

New compounds follow
smiles,EBI2 antag,ATG4B inh,CXCR6 inh,Gli-Sufu antag,APJ agonist,CCR6 antag,APJ antag,UBC13 polyUb
Cc1ccccc1CN1CCSc2sccc2C1=O,1,10,-3,-4,-2,10,15,1
Cc1cccc(C(C)C)c1NC(=O)c1ccc(OCC2CCCO2)cc1 (stereo unspecified),5,7,4,-2,-2,17,7,?
CN(C)CCNC(=S)Nc1ccc(F)c(F)c1F,-2,7,3,-3,-1,11,3,-6
O=[N+]([O-])c1cccc(COc2ccccc2CN2CCCC2)c1,-6,/,3,21,/,13,/,/
O=C(c1ccccc1F)N1CCN(S(=O)(=O)c2ccc3c(c2)OCCO3)CC1,-15,5,-1,-4,-1,-3,12,-2
O=C(COC(=O)c1n[nH]c2ccccc12)Nc1ccc([N+](=O)[O-])cc1,-1,-9,-3,-1,-1,6,-4,5
C/C(=N/NC(=O)Cc1cccn1C)c1ccccc1,4,-8,-2,0,-1,-8,-39,-6
O=C(Nc1ccccc1)O/N=C/c1ccccc1Cl,11,6,-5,-21,-2,11,5,5
Cc1c(Cl)cccc1NC(=O)COc1ccc(S(=O)(=O)N2CCOCC2)cc1,2,-9,-1,-13,-4,14,27,-6
O=C(COc1ccccc1)NC(=S)Nc1ccc2c3c(cccc13)CC2,-7,7,15,0,2,20,14,-11
O=[N+]([O-])c1ccc(N/N=C/c2ccccc2)cc1,-2,-13,-12,-49,6,18,-15,-28
CCC(CC)C(=O)OCC(=O)Nc1cc(OC)c([N+](=O)[O-])cc1C,-8,10,0,12,-4,24,-3,-1
O=C1c2ccccc2C(=O)N1C1(C(=O)NC2(C(=O)O)CCCC2)CCCC1,2,-8,4,8,/,12,/,/
CC(=O)NC1C(=O)N(CCc2ccccc2)c2ccccc21 (stereo unspecified),4,5,2,-2,2,-3,-14,3
O=C(N/N=C/c1cccc2ccccc12)c1cc2ccccc2o1,-11,-12,1,31,2,-8,3,-4
